# High-throughput results from PubChem BioAssay.
# HepG2 viability: HepG2 cytotoxicity, counter-screen for TGF-b inhibitors. Potency, µM (series often up to 46.1 µM), without a hit: top-dose activity change, negative = cytotoxicity, actives largely listed as cytotoxic. HepG2 CAGA-GFP viability, ATP luminescence, 18 h. 410,000 tested, 0.76% active; note: potency is the fitted concentration of half-maximal effect; some results filed as inactive show a strong effect at the top dose
#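 HepG2 CAGA-GFP cells (1000/well, DMEM with 1% FBS) received compound, then TGF-beta at 500 pg/mL final, and were incubated 18 hours at 37 degrees C. Viability was read by CellTiter-Glo luminescence. Media-only wells were set as complete cell-killing and DMSO as no toxicity.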
# Nrf2 inh: blocks Nrf2 signaling; A549 ARE-Fluc reporter, luciferase luminescence, 18-24 h; Potency, µM (top dose mostly 46 µM), without a hit: top-dose activity change, negative = inhibition, usual class: inhibitors; 360,000 tested, 2.1% active; AID 504444; note: potency is the fitted concentration of half-maximal effect; % is set by controls: 0 for no effect and ±100 for the full control effect; nearly all actives have a fitted effect of over 60% in size
#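 A549 ARE_Fluc cells (5000/well, 5% FBS OPTI-MEM) pre-incubated 2 h, then treated with compounds 18-24 h at 37C/5% CO2 in concentration-response. CellTiter-Fluor viability read first; BugLite luciferase luminescence after 15 min at room temperature gives Nrf2 activity.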
# S2 tox: reduces viability in counter-screen for ATXN expression inhibitors | 400,000 tested, 0.49% active | S2 cells (HEK-293 line with an ATXN2-luciferase reporter) viability, CellTiter-Fluor protease fluorescence, 24 h | Potency, µM (doses to about 56.7 µM), usual class: cytotoxic; note: potency is the fitted concentration of half-maximal effect; nearly all actives have a fitted effect of over 40% in size
# Nrf2 activator: activates Nrf2 signaling; AREc32 ARE-luciferase reporter (MCF7-derived line), luminescence, 24 h; Potency, µM (series often up to 46.1 µM), for the others: at the highest dose activation, actives largely listed as activators; 410,000 tested, 0.31% active; note: potency is the fitted concentration of half-maximal effect; % of control where 0% means no effect; nearly all actives have a fitted effect of over 65% in size
#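 Nrf2 activation is followed as ARE-luciferase induction in the AREc32 line after one day of compound treatment; luminescence is read with Steady-Glo.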
# A549 tox: A549 cytotoxicity, counter-screen for Nrf2 inhibitors. Potency, µM (titrated, usually from 46 µM), without a hit: at the highest dose activity change, negative = cytotoxicity, most hits filed as inhibitors. A549 ARE-Fluc cells, CellTiter-Fluor viability, 18-24 h. 390,000 tested, 0.16% active. AID 504648; note: potency is the fitted concentration of half-maximal effect; % is set by controls: 0 for no effect and ±100 for the full control effect
#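 A549 ARE-Fluc cells in 5% FBS OPTI-MEM, 5000 cells/well, rested 2 h then exposed to compounds in concentration-response for 18-24 h at 37 °C. Viability by CellTiter-Fluor fluorescence (Ex 405/Em 525) after 30 min; luciferase luminescence (BugLite, 15 min, RT) read afterwards.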
# TGFb SMAD3 inh: TGF-b pathway inhibition. HepG2 CAGA-GFP TGF-b/SMAD3 reporter, GFP fluorescence, 18 h; TGF-beta stimulated, 500 pg/mL final. Potency, µM (titrated, usually from 46.1 µM), inactives show top-dose activity, negative = inhibition, hits mostly inhibitors. 410,000 tested, 1.2% active; note: potency is the fitted concentration of half-maximal effect; % is set by controls: 0 for no effect and ±100 for the full control effect; nearly all actives have a fitted effect of over 65% in size
#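 Inhibition was scored as loss of TGF-beta-induced (500 pg/mL final, 18 hours, 37 degrees C) GFP in HEPG2 cells carrying a CAGA-GFP reporter, in DMEM with 1% FBS. Well GFP was summed per cell; Activity was normalised to unstimulated and stimulated DMSO wells, then concentration-response fitting.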
# IL-2 act: IL-2 activation; IL-2 activation reporter assay, cell-based qHTS; stimulated with anti-CD3/CD4/CD28 beads; in transgenic mouse T cells; activation, % (series mostly up to about 46 µM); 360,000 tested, 0.065% active; AID 652025; in the data active = activation above about 50%; inconclusive = mostly about 30% to 49%; note: 0% is about no effect
#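 Unstimulated transgenic mouse T cells; 60-min compound exposure; bead-based TCR/CD4/CD28 stimulation; 18 h culture, 37 degrees C; dual fluorescence (EGFP, DsRed) plate cytometry.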
# ATXN2 expr inh: reduces ATXN2 reporter expression in HEK-293 cells. 360,000 tested, 0.72% active. HEK-293 ATXN2-luciferase reporter, luminescence, 24 h. Potency, µM (series often up to 57 µM), for the others: top-dose activity change, negative = inhibition, hits mostly inhibitors. AID 1745845; note: potency is the fitted concentration of half-maximal effect; % is set by controls: 0 for no effect and ±100 for the full control effect; nearly all actives have a fitted effect of over 55% in size
#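 qHTS (up to 57 uM final) was run with 24 h compound exposure of reporter cells at 37 °C. Each well was multiplexed: SteadyGlo luminescence measured ATXN2-luciferase expression after a fluorogenic Gly-Phe-AFC viability readout (25 uM final).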
# EPAC2 agonist: agonists of human EPAC2 (RAPGEF4) | Q8WZA2 | EPAC2 activation, biochemical qHTS; response scale: 100% = 6.5 mM cAMP response | Potency, µM (titrated, usually from 154 µM), for the others: top-dose activation, most hits filed as activators | 360,000 tested, 0.079% active; note: potency is the fitted concentration of half-maximal effect; nearly all actives have a fitted effect of over 50% in size
# Target sequence (Q8WZA2 whole entry, looked up): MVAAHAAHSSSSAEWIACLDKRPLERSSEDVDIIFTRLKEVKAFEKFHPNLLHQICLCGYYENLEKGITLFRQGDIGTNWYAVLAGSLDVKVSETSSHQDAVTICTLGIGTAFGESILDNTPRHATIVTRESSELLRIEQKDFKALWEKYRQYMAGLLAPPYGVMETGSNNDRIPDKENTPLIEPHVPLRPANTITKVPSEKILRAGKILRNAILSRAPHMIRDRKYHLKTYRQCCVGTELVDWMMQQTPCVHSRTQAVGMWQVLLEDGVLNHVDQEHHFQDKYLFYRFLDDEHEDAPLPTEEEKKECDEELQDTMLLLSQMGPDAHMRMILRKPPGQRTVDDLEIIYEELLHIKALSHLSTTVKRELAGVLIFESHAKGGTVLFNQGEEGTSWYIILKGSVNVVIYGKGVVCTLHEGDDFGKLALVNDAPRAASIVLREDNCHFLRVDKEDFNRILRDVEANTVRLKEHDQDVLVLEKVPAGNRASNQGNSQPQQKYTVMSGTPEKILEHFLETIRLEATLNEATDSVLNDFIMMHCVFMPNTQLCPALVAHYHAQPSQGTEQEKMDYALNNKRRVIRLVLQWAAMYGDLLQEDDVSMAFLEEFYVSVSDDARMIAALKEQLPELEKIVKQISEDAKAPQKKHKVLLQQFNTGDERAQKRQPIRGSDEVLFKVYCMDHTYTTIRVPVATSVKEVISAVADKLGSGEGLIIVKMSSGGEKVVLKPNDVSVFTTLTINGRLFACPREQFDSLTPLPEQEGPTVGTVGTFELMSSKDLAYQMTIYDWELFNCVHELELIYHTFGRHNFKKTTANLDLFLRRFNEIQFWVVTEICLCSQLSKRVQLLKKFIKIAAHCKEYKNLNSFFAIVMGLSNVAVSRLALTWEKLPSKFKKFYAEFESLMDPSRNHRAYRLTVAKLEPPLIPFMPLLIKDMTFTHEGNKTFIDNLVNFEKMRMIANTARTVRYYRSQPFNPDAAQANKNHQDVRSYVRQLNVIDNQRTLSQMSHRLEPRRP
#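 Nucleotide exchange monitored as fluorescence drop when BODIPY-GDP leaves Rap1B. Reaction: 100 nM EPAC2, 250 nM RAP1B-BODIPY-GDP, 50 uM GDP, room temperature, kinetic read over 30 min. Activity expressed relative to 6.5 mM cAMP.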
# * hit, by the source's call; i = inactive; ? = inconclusive; nt = not tested or not shown; & = joins results of further samples; [ ] = dose if it differs, or a comment. Unless noted, calls come from the whole dose curve; as a rule, active = well fitted curve in the direction sought with a large enough effect; inconclusive = small, poorly fitted or top-dose-only effect, or another doubt; inactive = no such curve, though single readings can be large; an effect the other way counts as inactive or inconclusive.
SMILES,HepG2 viability,Nrf2 inh,S2 tox,Nrf2 activator,A549 tox,TGFb SMAD3 inh,IL-2 act,ATXN2 expr inh,EPAC2 agonist
Oc1c(C(c2ccccc2)N2CCC3(CC2)OCCO3)sc2nc(-c3ccco3)nn12 (centres undefined),1%,nt,nt,-0.3%,-1%,-22%,nt,nt,nt
Cc1cc2n(n1)CCCN2C(=O)Nc1ccccc1F,-6%,15%,i,-0.3%,-3%,8%,nt,7%,nt
CCOC(=O)C(C)Sc1nc(-c2ccccn2)ncc1OC (centres undefined),-17%,-4%,i,-0.4%,-5%,?,-1.0,-36%,4%
CCn1c(=O)c(CCC(=O)NCCN2CCOCC2)c(C)c2c(C)nn(-c3ccccc3)c21,-17%,-2%,i,0.2%,1%,-7%,-0.5,-11%,4%
Cc1nnc(N/N=C/c2ccccc2C(F)(F)F)n1N,-114%,1%,?,-4.2%,14%,?,0.8,nt,0%
COc1ccc(C(=O)c2ccc(Cl)cc2)c2ccccc12,-8%,?,i,-0.4%,17%,-13%,-0.6,-8%,10%
CC(C)N(CC#CC(O)(c1ccccc1)c1ccccc1)CCO,5%,4%,i,-0.3%,1%,-5%,-0.6,-2%,-4%
CC(C)(C)c1ccc(C(=O)N/C(N)=N/c2nc3ccccc3o2)cc1,8%,-2%,i,1.9%,-7%,-2%,-0.5,-7%,6%
COc1ccc(/C=C/C(=O)N(CCC(N)=O)c2ccccc2)cc1S(=O)(=O)N1CCOCC1,2%,-16%,i,-0.5%,0%,-2%,-6.5,1%,-1%
CSc1ccccc1NC(=O)c1cc(C(C)C)on1,-18%,?,i,5.3%,4%,0%,7.1,53%[activator],-7%
O=C(Cn1cnc2c(NCc3ccccc3)ncnc21)NCc1ccc2c(c1)OCO2,-30%,?,?,0.3%,-19%,-2%,0.6,-30%,-1%
Cc1ccc(NC(=O)CN2C(=O)c3cccnc3Sc3ccccc32)cc1C,-33%,?,nt,9.0%,9%,-22%,nt,nt,nt
COc1cc(OC)c(C(=O)Nc2ccccc2-c2ccccc2)cc1OC,-22%,2%,?,0.7%,1%,23%,0.8,10%,9%
Cc1noc(C)c1COc1cccc(C(=O)OCC(=O)NC(=O)c2ccc(OC(F)F)cc2)c1,7%,12%,i,-0.6%,-9%,-17%,-0.6,7%,-1%
CN(CCc1ccccc1)C(=O)c1ccc(NC(=O)Cc2ccc(NC(=O)C3CCN(C(=O)C4CCCCC4)CC3)cc2)cc1,-15%,?,?,4.6%,-3%,?,-0.4,-4%,8%
Cc1cc2c(cc1S(=O)(=O)CCC(=O)N1CCCC(C)C1)OCC(=O)N2 (centres undefined),-5%,-16%,i,-0.8%,1%,-13%,nt,2%,nt
CCCCOc1ccc(C(=O)NNC(=S)NC(=O)CC)cc1,-1%,?,?,-0.8%,-18%,-13%,-1.6,25µM*,-9%
CCOC(=O)Cn1nnnc1CN(Cc1ccc(OC)cc1)Cc1cc2cc(CC)ccc2[nH]c1=O,-52%,8%,i,3.1%,2%,?,-4.4,-2%,14%
CCn1c(CCNC(=O)c2ccc(C)cc2)nnc1SCc1ccc(Cl)c(Cl)c1,1%,-16%,i,-0.5%,-1%,?,-3.0,-2%,5%
Cc1ccc(N/C(N)=N/c2nc(CSc3nnc(C)s3)cc(=O)[nH]2)c(C)c1,0%,?,?,-0.3%,3%,1%,-2.4,nt,6%

# Single entries from the list:
# CCOC(=O)C(C)Sc1nc(-c2ccccn2)ncc1OC (centres undefined) – Nrf2 activator: -0.4%
# CCn1c(CCNC(=O)c2ccc(C)cc2)nnc1SCc1ccc(Cl)c(Cl)c1 – EPAC2 agonist: 5%
# CCn1c(=O)c(CCC(=O)NCCN2CCOCC2)c(C)c2c(C)nn(-c3ccccc3)c21 – TGFb SMAD3 inh: -7%

# Other compounds:
SMILES,HepG2 viability,Nrf2 inh,S2 tox,Nrf2 activator,A549 tox,TGFb SMAD3 inh,IL-2 act,ATXN2 expr inh,EPAC2 agonist
CC(=O)Oc1c(C(=O)c2nnc(C)o2)c(=O)n(C)c2ccccc12,-25%,-2%,?,-0.1%,0%,-10%,-0.8,6%,1%
NS(=O)(=O)c1ccc(NC(=O)CSC2=NC(=O)C(c3ccccc3)C(=O)N2)cc1 (centres undefined),-17%,6%,i,-0.5%,8%,-2%,-2.7,22%,8%
COc1ccc(CCOC(=O)CNC(=O)c2ccc(Cl)cc2Cl)cc1,-2%,9%,i,-0.5%,1%,-11%,-2.8,-4%,13%
CCc1ccccc1NC(=O)CNC(=O)c1cc(C2CC2)nn1-c1ccccc1,-1%,-4%,i,0.2%,7%,-8%,2.1,3%,8%
CCCOC(=O)CC1C(=O)NCCN1C(=O)OC(C)(C)C (centres undefined),15%,8%,i,-0.4%,2%,25%,0.1,-4%,8%
CCC(C)NC(=O)CN1C(=O)COc2ccc(S(=O)(=O)N3CCOCC3)cc21 (centres undefined),-32%&-1%,-6%&16%,i,-0.1%&0.0%,0%&11%,1%&6%,-0.1,1%&-4%,2%
CC1Cc2nc(SCC(=O)N3CCOCC3)n(-c3ccccc3)c(=O)c2S1 (centres undefined),-3%,14%,i,0.0%,-10%,1%,-1.1,6%,-3%
CN(CC(=O)Nc1ccccc1C(F)(F)F)C(=O)COc1ncnc2sccc12,-1%,17%,i,-0.8%,0%,?,2.4,11%,7%
CC(Sc1ccccn1)C(=O)Nc1ccc(S(N)(=O)=O)cc1 (centres undefined),5%,nt,i,-0.6%,-3%,-10%,0.1,5%,3%
CC(C)N(C(=O)C[n+]1ccc(/C=N/O)cc1)C(C)C,7%,2%,i,-0.3%,14%,-2%,-2.9,3%,13%
CCn1c(=O)c(C(=O)NNS(=O)(=O)c2ccc(Br)cc2)c(O)c2ccccc21,-23%,?,i,-0.4%,8%,-22%,-0.9,-17%[11.3 µM],22%
O=C1C(=O)N(CCN2CCOCC2)C(c2ccccn2)/C1=C(/O)c1ccccc1 (centres undefined),-3%,-3%,i,8.6%,-3%,0%,-1.5,1%,-1%
CCc1ccc(NC(=O)NNC(=O)c2cc3ccccc3cc2O)cc1,2%,16%,i,-0.1%,0%,-10%,0.8,1%,7%
CCCCCOC(=O)Cn1c(=O)oc2ccccc21,1%,3%,i,2.7%,-13%,11%,0.0,-24%,1%
COc1ccc([C@H]2CC(=O)C=C(c3ccc(C)c(F)c3)C2)cc1,-20%,10%,i,0.8%,-1%,?,-2.5,4%,15%
CC(C)(C)C(=O)NNC(=O)COc1ccc2ccccc2c1Br,-13%,12%,i,0.4%,?,-15%,1.9,nt,3%
Cc1ccccc1S(=O)(=O)Cc1ccc(C(=O)N2CCN(c3cccc(Cl)c3)CC2)o1,-24%,18µM*,?,-0.3%,-23%,-22%,nt,?,nt
O=C1CNC(=O)N1CC(O)Cn1c2ccccc2c2ccccc21 (centres undefined),6%,11%,i,0.1%,10%,-1%,-0.4,nt,13%
CCC(C)(C)n1c(=O)[nH]c2c(c1=O)CCC2,-5%,-8%,i,-0.8%,-13%,9%,1.6,-12%,-9%
COc1ccc(/C=C/C(=O)CCC(=O)O)cc1,-70%,?,i,13%,0%,0%,1.6,42%[activator],0%
CC(C)(CO)NCc1ccc(Br)cc1,-22%,6%,i,-0.8%,0%,7%,-0.9,-17%,-1%
Cc1ccc(Cn2c(=N)c(C(=O)NCCN3CCOCC3)cc3c(=O)n4ccccc4nc32)cc1,12%,-18%,i,-0.8%,9%,5%,0.5,nt,8%
CC(OC(=O)CCN=C1NS(=O)(=O)c2ccccc21)C(=O)Nc1ccc(F)c(F)c1F (centres undefined),3%,-3%,i,-0.1%,16%,17%,-0.5,-4%,-1%
COc1ccc(OC)c(S(=O)(=O)n2nnc3ccccc32)c1,6%,10%,i,0.3%,-4%,-17%,0.6,0%,4%
Cc1ccn2cc(-c3ccc(O)c(O)c3)nc2c1,-66%,7%,?,7.4%,-9%,11µM*,0.6,nt,0%
CCCCSC(=S)NC1CCS(=O)(=O)C1 (centres undefined),-48%,-25%,i,-1.1%,?,-2%,-0.3,-13%,6%
Cc1cc(NC(=O)CCC(=O)N(CC(=O)NC2CCCC2)c2ccc(F)c(Cl)c2)no1,-1%,0%,i,0.1%,2%,30%[activator],0.9,-15%,5%
CCN(CC)CC(=O)c1ccc(-c2ccccc2)cc1,-98%,nt,i,6.8%,7%,?,-2.0,-17%,5%
Cc1ccc(C)[n+](CC(=O)N2CCCCC2)c1,-6%,0%,i,-0.3%,2%,0%,-0.4,-12%,12%
CC1CCN(CCCNC(=O)c2cc3c(s2)-c2ccccc2OC3)CC1,-65%,17%,i,6.2%,4%,?,-1.5,?,-3%
Cn1c(=O)c2c(nc(Sc3ncnn3CC(=O)NC3CCCCC3)n2C)n(C)c1=O,5%,0%,i,-0.9%,15%,16%,0.2,nt,3%
COc1cc(C#N)c(NC(=S)N2CCN(C(=O)c3ccco3)CC2)cc1OC,-2%,nt,i,0.5%,nt,2%,-0.3,1%,2%
CC(=O)c1ccc(NC(=O)C2CC(=O)Nc3nc4ccccc4n32)cc1 (centres undefined),1%,10%,i,-1.0%,2%,0%,1.6,nt,11%
CCOc1ccc(C(CC(=O)O)NC(=O)c2ccco2)cc1 (centres undefined),-25%,4%,i,-0.7%,-5%,-3%,-1.8,9%,-3%
C/C(=N\NC(=O)C1(C)NC(C)(C)Cc2ccccc21)c1ccccc1 (centres undefined),-10%,4%,i,-0.3%,2%,1%,-0.7,-9%,14%
